DRD3 agonist: agonists of human D3 dopamine receptor. P35462. D3R DiscoveRx beta-arrestin cells, luminescence, 90 min. max activation, %. 410,000 tested, 0.58% active. AID 652048; in the data active = max activation above about 30%; also: 0% is about no effect; mostly tested at two doses, the higher about 12 µM
Target sequence (P35462 whole entry, looked up): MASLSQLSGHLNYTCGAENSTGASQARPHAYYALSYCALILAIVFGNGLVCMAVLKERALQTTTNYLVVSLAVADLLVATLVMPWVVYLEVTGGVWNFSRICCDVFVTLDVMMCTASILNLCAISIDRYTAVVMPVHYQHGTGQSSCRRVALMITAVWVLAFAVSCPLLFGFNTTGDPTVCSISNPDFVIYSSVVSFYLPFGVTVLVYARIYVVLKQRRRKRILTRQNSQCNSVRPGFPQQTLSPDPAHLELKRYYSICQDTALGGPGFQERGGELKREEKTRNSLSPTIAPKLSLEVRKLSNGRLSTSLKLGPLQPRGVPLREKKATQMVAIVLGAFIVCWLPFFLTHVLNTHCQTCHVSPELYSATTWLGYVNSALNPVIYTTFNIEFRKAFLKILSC
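Agonist mode: compounds and dopamine controls were applied to plated cells for 90 min at 37 degrees C after an overnight attachment at 1500 cells/well. Luminescent read-out followed 30 - 60 minutes at room temperature with DiscoveRx detection reagent.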
TDP-43 yeast inh: inhibitors of TDP-43 toxicity in yeast. AID 652104. TDP-43 expressing yeast growth rescue, BacTiter-Glo, 24 h. Potency, µM (series often up to 46.1 µM), for inactives: top-dose growth rescue (activation), actives largely listed as activators. 410,000 tested, 1.8% active; also: potency is read from the fitted curve at half-maximal effect; % of control where 0% means no effect; nearly all actives have a fitted effect of over 50% in size
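Yeast expressing TDP-43 (pregrown in raffinose, seeded at OD600=0.02 in galactose medium) exposed to compounds 24 hr at 30 deg C. Growth read by BacTiter-Glo luminescence; rescue of toxicity appears as increased signal.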
DRD3 antagonist: blocks the human D3 dopamine receptor; P35462; D3R cells, DiscoveRx beta-arrestin luminescence, antagonist mode; stronger effect = lower value; max response, negative = inhibition, %; 360,000 tested, 2.5% active; in the data active = max response below about -50%; inconclusive = no clear call, values can overlap the other calls; also: % is scaled to controls: 0 for no effect and ±100 for the full control effect; mostly tested at two doses, the higher about 12 µM
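Cells plated overnight at 1500 cells/well, then exposed to library compounds with dopamine controls for 90 minutes at 37 degrees C. DiscoveRx reagent added for 30–60 minutes at room temperature; luminescence read, quantitative HTS format.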
PTHR1 ag: activates the human parathyroid hormone receptor PTHR1 | 410,000 tested, 0.075% active | HEK293 GP2 PTHR1 cells, GloSensor cAMP luminescence, 1 h | Potency, µM (highest dose often 115 µM), without a hit: at the highest dose activation, actives largely listed as activators | AID 743266 | Q03431; also: potency is read from the fitted curve at half-maximal effect; nearly all actives have a fitted effect of over 55% in size; some results filed as inactive show a strong effect at the top dose; inactives centre near -15; many of its hits are not listed in these tables
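HEK-293-derived GP2 cells expressing PTHR1 and a GloSensor cAMP reporter, 3,000/well, plated overnight, given luciferin plus IBMX (each 0.5 mM as added) for 1 h at 37 °C, then compound for 1 h at 37 °C. Luminescence was read after 15 min at room temperature.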
GLP1R ag: agonists of human GLP-1 receptor; P43220; HEK293 GLP-1R CRE-luciferase, luminescence, 4-6 h; cells express a hypersensitive GLP-1R form; Potency, µM (top dose mostly 45.6 µM), inactives show at the highest dose activation, usual class: activators; 380,000 tested, 0.007% active; AID 624172; also: potency is read from the fitted curve at half-maximal effect; % of control where 0% means no effect
Target sequence (P43220 whole entry, looked up): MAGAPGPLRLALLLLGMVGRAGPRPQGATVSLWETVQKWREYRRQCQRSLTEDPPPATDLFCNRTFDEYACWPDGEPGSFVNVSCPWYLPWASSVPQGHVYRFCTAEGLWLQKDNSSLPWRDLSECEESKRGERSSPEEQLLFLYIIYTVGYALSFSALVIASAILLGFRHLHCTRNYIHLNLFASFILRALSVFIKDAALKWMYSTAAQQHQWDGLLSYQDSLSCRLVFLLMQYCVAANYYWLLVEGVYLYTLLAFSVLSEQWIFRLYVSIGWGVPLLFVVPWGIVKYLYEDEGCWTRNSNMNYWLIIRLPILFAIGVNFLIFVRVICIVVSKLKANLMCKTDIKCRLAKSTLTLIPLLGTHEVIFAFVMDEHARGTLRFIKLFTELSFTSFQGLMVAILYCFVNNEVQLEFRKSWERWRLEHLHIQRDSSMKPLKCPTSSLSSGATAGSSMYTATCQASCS
HEK293 tox: cytotoxicity in counter-screen for GLP-1R inverse agonists | 410,000 tested, 0.13% active | HEK293 cAMP-luciferase reporter cells, luminescence, 24 h | Potency, µM (highest dose often 38.3 µM), for the others: at the top dose activity change, negative = inhibition, usual class: inhibitors | AID 624418;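 also: loss of luciferase light is scored as toxicity; potency is read from the fitted curve at half-maximal effect; % is scaled to controls: 0 for no effect and ±100 for the full control effect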
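Seeding density was 200 cells/uL; after overnight-length (12 h) culture, 23 nL compounds went on for 24 h at 37 °C. Readout used a luciferase detection reagent, luminescence taken after 12 min at room temperature.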
aSyn rescue: alpha-synuclein toxicity inhibition in yeast; AID 652106; 370,000 tested, 0.14% active; Yeast expressing alpha-synuclein, growth rescue, BacTiter-Glo, 24 h; Potency, µM (titrated, usually from 46.1 µM), inactives show top-dose growth rescue (activation), hits mostly activators; also: potency is read from the fitted curve at half-maximal effect; % of control where 0% means no effect; nearly all actives have a fitted effect of over 65% in size
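Readout is rescue of growth in alpha-synuclein-expressing yeast, so inhibitors of toxicity appear as activators. Growth after 24 hr at 30 deg C in galactose medium is quantified by luminescence.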
KB-V1 cytotox: KB-V1 MDR subline cytotoxicity; 400,000 tested, 3.4% active; KB-V1 MDR cells viability, CellTiter-Glo, 72 h; Potency, µM (doses to about 46.1 µM), for inactives: at the top dose activity change, negative = cytotoxicity, usual class: cytotoxic; also: potency is read from the fitted curve at half-maximal effect; % is scaled to controls: 0 for no effect and ±100 for the full control effect; nearly all actives have a fitted effect of over 60% in size
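Cytotoxicity toward P-gp-expressing KB-V1 cells was determined as loss of CellTiter-Glo luminescence after 72 h at 37 degrees C. Compounds were tested in quantitative HTS format across a concentration range, with curves fitted to normalized data.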
GLP-1R inv ag: GLP-1 receptor (human) inverse agonism; P43220; 410,000 tested, 1.6% active; AID 624417; Potency, µM (top dose mostly 38.3 µM), for inactives: at the top dose activity change, negative = inhibition, actives largely listed as inhibitors; HEK293 GLP-1R CRE-luciferase, luminescence, 24 h; GLP-1R form is constitutively active; also: potency is read from the fitted curve at half-maximal effect; % is scaled to controls: 0 for no effect and ±100 for the full control effect; nearly all actives have a fitted effect of over 55% in size
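Readout was luciferase luminescence, measured 12 min after detection reagent at room temperature. Beforehand, GLP-1R reporter HEK293 cells had sat 12 h, then received compounds for 24 hr at 37 deg C.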
Starred values were filed as active, the others as inactive; i = inactive; ? = inconclusive; nt = no result given; & = joins results of further samples; [ ] = remark or other dose. Unless noted, calls follow the shape of the dose curve; as a rule, active = well fitted curve in the direction sought with a large enough effect; inconclusive = small, poorly fitted or top-dose-only effect, or another doubt; inactive = no such curve, though single readings can be large; an effect the other way counts as inactive or inconclusive.

#1 Cc1nn(-c2ccc(C(=O)NCC(c3ccco3)N3CCCC3)cc2)c(C)c1Cl (stereo not drawn)
#2 COC(CNC(=O)C(=O)NCC1OCCN1S(=O)(=O)c1ccccc1)OC (stereo not drawn)
#3 COc1cccc(C(=O)NCC(c2ccco2)N2CCc3ccccc3C2)c1 (stereo not drawn)
#4 C/C(=N\NC(=O)c1ccoc1C)c1cccc2ccccc12
#5 CCOC(=O)C1C(C(=O)NN)C1C(=O)Nc1ccccc1 (stereo not drawn)
#6 Cc1ccc(OCC(=O)NCCCNC(=O)c2ccncc2)cc1C
Compound	1	2	3	4	5	6
DRD3 agonist	57*	-1	-16	7	3	5
TDP-43 yeast inh	12%	-19%	-18%	8%	-21%	-9%
DRD3 antagonist	-7	5	-16	6	-7	6
PTHR1 ag	-3%	-13%	i	-5%	-11%	-13%
GLP1R ag	-3%	0%	1%	13%	3%	6%
HEK293 tox	16%	6%	-1%	-6%	3%	4%
aSyn rescue	5%	5%	0%	1%	0%	0%
KB-V1 cytotox	17%	2%	-1%	?	-1%	7%
GLP-1R inv ag	?	9%	?	?	0%	-1%

#7 Cc1sc2ncnc(N3CCC(C(=O)Nc4cc(S(C)(=O)=O)ccc4Cl)CC3)c2c1C
#8 Cc1nc(NC(=O)C(C)(C)C)sc1C(=O)Cn1cc(CCCC#N)nn1
#9 Cc1nc(CS(=O)(=O)c2ccccc2)cc(N2CCOCC2)n1
#10 CC(C(=O)c1ccccc1)n1c(N2CCOCC2)nc2c1c(=O)n(C)c(=O)n2C (stereo not drawn)
#11 Cc1ccc(-c2cccc(C(=O)NCCc3ccccc3)n2)c2ccccc12
#12 O=C(CCSCc1ccccc1Cl)N1CCN(c2ccc(F)cc2)CC1
Compound	7	8	9	10	11	12
DRD3 agonist	6	-2	-6	2	-18	2
TDP-43 yeast inh	2%	12%	-18%	13%	5%	16µM*
DRD3 antagonist	11	-13	-22	-7	-22	nt
PTHR1 ag	-23%	i	-1%	i	i	-30%[inhibitor]
GLP1R ag	7%	0%	0%	-17%	28%	nt
HEK293 tox	-10%	-7%	-5%	25%	9%	-7%
aSyn rescue	0%	0%	1%	8%	11%	nt
KB-V1 cytotox	-17%	-5%	1%	6%	0%	nt
GLP-1R inv ag	?	23%	2%	2%	?	?

Overlap with the part before: two entries; new compounds follow.
#11 Cc1ccc(-c2cccc(C(=O)NCCc3ccccc3)n2)c2ccccc12
#12 O=C(CCSCc1ccccc1Cl)N1CCN(c2ccc(F)cc2)CC1
#13 CCc1ccc2oc(-c3cccc(NC(=O)c4ccc(N5CCC(C)CC5)c([N+](=O)[O-])c4)c3)nc2c1
#14 CCN(CC)CCSc1nc(O)c(C(C)C)c(=O)[nH]1
#15 Cc1nc(-c2ccc(Cl)cc2)sc1CCNC(=O)Cc1ccc(F)cc1
#16 CCOc1ccc(N(CC(=O)NCC2CCCO2)C(=O)CCC(=O)Nc2ccccn2)cc1 (stereo not drawn)
#17 CCN(CCCNC(=O)CNC(=O)Cn1cnc2ccccc2c1=O)c1cccc(C)c1
#18 CCOc1ccc(CCNC(=O)COC(=O)c2nn(C)c(=O)c3ccccc23)cc1OCC
Compound	11	12	13	14	15	16	17	18
DRD3 agonist	-18	2	6	-4	-9	5	2	10
TDP-43 yeast inh	5%	16µM*	10%	24%	14%	-7%	13%	-10%
DRD3 antagonist	-22	nt	nt	-8	nt	-4	16	26
PTHR1 ag	i	-30%[inhibitor]	-13%	i	?	-1%[57.5 µM]	i	i
GLP1R ag	28%	nt	nt	-4%	nt	-11%	6%	7%
HEK293 tox	9%	-7%	-1%	13%	7%	0%	-4%	-12%
aSyn rescue	11%	nt	nt	-2%	nt	1%	-18%	5%
KB-V1 cytotox	0%	nt	-10%	1%	-11%	18%	?	0%
GLP-1R inv ag	?	?	2%	0%	?	18%	3%	48%[activator]

#19 O=C(Nc1cc2c(cc1Br)OCCO2)c1cccnc1
#20 NC(=O)c1ccc(NC(=O)COC(=O)C2CC(=O)N(Cc3ccccc3)C2)cc1 (stereo not drawn)
#21 CC1(OC(=O)C2CCCC2)C(=O)C=C2C=C(c3ccsc3)N(CC3CC3)C=C2C1=O (stereo not drawn)
#22 Cc1ccc(NCc2nnc(SCC(=O)N3CCc4ccccc43)n2C)cc1
#23 CC(C)(C)c1ccc2c(c1)N(CC(=O)NCCCN1CCN(c3ccccc3F)CC1)C(=O)CO2
#24 CCOC(=O)CSc1nc2sc3c(c2c(=O)n1C1CCCCC1)CCN(C)C3
Compound	19	20	21	22	23	24
DRD3 agonist	-4	-5	11	7	-23	-1
TDP-43 yeast inh	27%	3%	20%	-1%	-3%	12%
DRD3 antagonist	2	13	-10	-15	nt	?
PTHR1 ag	i	i	i	-34%	i	i
GLP1R ag	1%	-5%	-1%	-2%	nt	21%
HEK293 tox	0%	-7%	3%	-3%	-8%	-5%
aSyn rescue	0%	1%	1%	2%	nt	2%
KB-V1 cytotox	5%	22%	-1%	-18%	nt	5%
GLP-1R inv ag	8%	15%	?	0%	?	?

#25 COc1ccc2c(Sc3ccccc3)c(C(=O)NCc3cc(Br)ccc3OC)[nH]c2c1
#26 NC(=O)CSc1nnc(-c2cccs2)n1-c1ccccc1
#27 CC1(C(=O)Nc2ccc3c(c2)OCCO3)CN(S(C)(=O)=O)CC(=O)N1C1CCCCCC1 (stereo not drawn)
#28 CCCN(CCC)CCCNC(=O)c1cn(CC)c2ccc(S(=O)(=O)N3CCc4ccccc4C3)cc2c1=O
#29 CCCCn1c(N)c(N(CCOC)C(=O)c2cc(-c3ccc(OC)cc3)nc3ccccc23)c(=O)[nH]c1=O
#30 C[C@H]1CN([C@@H](C)CO)C(=O)CCCn2nncc2CO[C@@H]1CN(C)C(=O)c1ccc(N2CCN(C)CC2)cc1
Compound	25	26	27	28	29	30
DRD3 agonist	-10	0	-1	-5&-12	-1	2
TDP-43 yeast inh	14%	8%	15%	-5%[0.397 µM]	9%	18%
DRD3 antagonist	nt	-24	1	25	2	-9
PTHR1 ag	?	i	-18%	i	i	i
GLP1R ag	nt	40%	nt	5%&-1%	4%	7%
HEK293 tox	-6%	-3%	0%	-4%&-14%	-14%	-2%
aSyn rescue	nt	2%	0%	0%	-1%	-5%
KB-V1 cytotox	0%	-51%	-13%	-6%&9%	19%	2%
GLP-1R inv ag	10%	-3%	4%	?	13%	-6%

#31 CC(=O)c1ccc(NC(=S)NNC(=O)NC2CCCCC2)cc1
#32 Cc1nc2c(-c3ccc(Cl)cc3)cnn2c(N)c1-c1ccc(F)cc1
#33 NC(=O)N/N=C/C=C/c1ccc(F)cc1
#34 Cc1ncc(CO)c(CO)c1OCC(O)CN1CCN(c2ccc(F)cc2)CC1 (stereo not drawn)
#35 CC1=CS(=O)(=O)CC1Sc1nc2ccccc2[nH]1 (stereo not drawn)
#36 CC1=NN2C(=N)/C(=C\c3cc(C)n(Cc4ccccc4)c3C)C(=O)N=C2S1
Compound	31	32	33	34	35	36
DRD3 agonist	-9	0	6	3	-11	-25
TDP-43 yeast inh	14%	15%	16%	16%	-18%	-20%[1.82 µM]
DRD3 antagonist	-10	11	10	-8	-7	0
PTHR1 ag	-11%	-33%[inhibitor]	i	-8%	i	-51%[inhibitor]
GLP1R ag	9%	-2%	3%	-6%	12%	3%
HEK293 tox	0%	3%	0%	11%	3%	-12%
aSyn rescue	-15%	4%	4%	-3%	-10%	-1%
KB-V1 cytotox	8%	-10%	-7%	-14%	-15%	-8%
GLP-1R inv ag	14%	?	15%	19%	?	-22%

#37 Cc1ccc(S(=O)(=O)N(C)c2cc(S(=O)(=O)N3CCOCC3)c(C)cc2C)cc1
#38 Cc1ccc(CNS(=O)(=O)CCNC(=O)c2ccccc2)cc1
#39 CCOC(=O)/C=c1\s/c(=C\c2ccccc2OC)c(=O)n1CC(=O)N1CCOCC1
#40 Cc1noc(C)c1C(=O)N1CCC1(C)C(=O)NS(=O)(=O)c1ccc(F)cc1F (stereo not drawn)
#41 COc1cccc(CN(C)C(=O)c2cc(S(=O)(=O)N3CCCC3)ccc2C)c1OC
#42 COc1cc(C(=O)NCC(c2cccs2)N2CCOCC2)cc(Br)c1OCc1ccccc1 (stereo not drawn)
Compound	37	38	39	40	41	42
DRD3 agonist	2	-2	-9	6	4	-2
TDP-43 yeast inh	?	0%	1%	0%	8%	14%
DRD3 antagonist	8	18	18	50	-5	-10
PTHR1 ag	i	i	i	-8%	-19%	i
GLP1R ag	-2%	0%	0%	-5%	18%	7%
HEK293 tox	17%	-6%	-28%	3%	-1%	-20%
aSyn rescue	-2%	1%	0%	0%	-2%	19%
KB-V1 cytotox	?	4%	7%	0%	-17%	?
GLP-1R inv ag	-18%	-10%	27%	2%	-29%	6.3µM*

#43 COc1ccc(-n2nc(C(=O)NCC(=O)N(C)Cc3ccccc3)c3ccccc3c2=O)c(OC)c1
#44 O=C(C[C@H]1CC[C@@H](NC(=O)C2CC2)[C@@H](CO)O1)NCc1ccccc1Cl
#45 C=C(C)c1cccc(C(C)(C)NC(=O)N2CC(C)OC(C)C2)c1 (stereo not drawn)
#46 C[C@H](CO)N1C[C@H](C)[C@H](CN(C)C(=O)c2ccccn2)Oc2ncc(Br)cc2C1=O
#47 NC(=O)c1nc(-c2cccs2)nc2c1[nH]c(=O)n2-c1ccc(F)cc1
Compound	43	44	45	46	47
DRD3 agonist	-5	-4	2	1	4
TDP-43 yeast inh	-5%	15%	-11%	0%	22%
DRD3 antagonist	-20	-12	15	22	-16
PTHR1 ag	i	-25%	i	-15%	-8%
GLP1R ag	13%	nt	-4%	3%	1%
HEK293 tox	-3%	-1%	-13%	5%	6%
aSyn rescue	3%	-1%	-1%	0%	4%
KB-V1 cytotox	-17%	-2%	15%	3%	26%
GLP-1R inv ag	17%	21%	-10%	-3%	0%

A portion of the library, so the mix of outcomes need not match the whole.
